M18AAP inhibitor: blocks P. falciparum M18 aspartyl aminopeptidase | recombinant PfM18AAP, H-Glu-NHMec fluorogenic cleavage | actives 1.2% (n = 290,000) | inhibition, % at 7.35 µM | AID 1822;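 active = inhibition above the campaign mean inhibition over all tested compounds plus 3 SD, cut at about 28% in these data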;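 note: 0% = plate median of test compound wells and 100% = 2 mM ZnCl2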
MEKK2wt PB1 HTS: raises or lowers MEK5 binding to wildtype human MEKK2 PB1 domain; bead flow cytometry, Alexa488-MEK5 binding to MEKK2 WT; actives lie on both sides; Q9Y2U5; binding response (% of control), % at 10 µM; actives 1.1% (n = 290,000); in the data active = binding response below about 67% or above about 130%
pCIP destab: compounds decreasing mouse p/CIP protein stability; decrease of EGFP signal, % at 10 µM; actives 0.01% (n = 290,000); Q05BA5; AID 1984; F442A p/CIP-EGFP cells, EGFP fluorescence, 16 h;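 active = EGFP signal decrease of at least 30% at 10 µM or well 3 SD below plate mean, unless failing retest; inactive = the rest, including hits failing retest or dose response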; note: some compounds called inactive have numbers as strong as hits; many of its hits are not listed in these tables
SUMO HTRF inh: inhibitors of human SUMOylation (UBC9) | P63279 | HTRF SUMOylation assay, SAE1/SAE2 + UBC9, in vitro | inhibition, % at 35 µM | actives 0.36% (n = 290,000); in the data active = inhibition above about 50%, passing the limit was not always enough; note: strong numbers were not always called active
Target sequence (P63279 whole entry, looked up): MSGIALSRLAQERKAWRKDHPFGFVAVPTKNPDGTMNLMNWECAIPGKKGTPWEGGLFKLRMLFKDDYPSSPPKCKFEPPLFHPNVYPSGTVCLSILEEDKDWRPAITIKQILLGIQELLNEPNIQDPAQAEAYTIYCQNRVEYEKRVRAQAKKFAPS
IDE cell inh: cellular human IDE inhibition. actives 0.41% (n = 320,000). inhibition, % at 5.59 µM. HEK cells, FAbetaB cleavage, fluorescence polarization;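 active = percent inhibition above the average of all tested compounds plus 3 SD, set per screening campaign, cut at about 16% in these data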;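 note: IDE supplied by intact live HEK cells; FP after avidin binding of uncleaved biotin substrate so inhibition keeps polarization high; 0% = DMSO wells and 100% = 60 µM reference IDE inhibitor Ii1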
IDE act: IDE (human) activation, cell-based; actives 0.073% (n = 340,000); activation, % at 5.96 µM; P14735; AID 493087; HEK cells, FAbeta-B cleavage, fluorescence polarization; 0% vehicle, 100% cell-free pure enzyme wells;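 active = activation above the mean of all tested compounds plus 3 SD, set per screening campaign, cut at about 17% in these data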
MEKK3 PB1 HTS: MEKK3-MEK5 PB1 interaction, increase or decrease; Q99759; bead-based flow cytometry, Alexa488-MEK5 binding to MEKK3; actives lie on both sides; 0 = blocked by unlabeled MEK5, 100 = vehicle; binding response (% of control), % at 10 µM; actives 1.4% (n = 290,000); AID 1529;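 active = binding response more than 3 SD above or below the average of its plate-row segment, actives on both sides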;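 note: Alexa488 bead fluorescence after subtracting the streptavidin-only scavenger bead signal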
Target sequence (Q99759 whole entry, looked up): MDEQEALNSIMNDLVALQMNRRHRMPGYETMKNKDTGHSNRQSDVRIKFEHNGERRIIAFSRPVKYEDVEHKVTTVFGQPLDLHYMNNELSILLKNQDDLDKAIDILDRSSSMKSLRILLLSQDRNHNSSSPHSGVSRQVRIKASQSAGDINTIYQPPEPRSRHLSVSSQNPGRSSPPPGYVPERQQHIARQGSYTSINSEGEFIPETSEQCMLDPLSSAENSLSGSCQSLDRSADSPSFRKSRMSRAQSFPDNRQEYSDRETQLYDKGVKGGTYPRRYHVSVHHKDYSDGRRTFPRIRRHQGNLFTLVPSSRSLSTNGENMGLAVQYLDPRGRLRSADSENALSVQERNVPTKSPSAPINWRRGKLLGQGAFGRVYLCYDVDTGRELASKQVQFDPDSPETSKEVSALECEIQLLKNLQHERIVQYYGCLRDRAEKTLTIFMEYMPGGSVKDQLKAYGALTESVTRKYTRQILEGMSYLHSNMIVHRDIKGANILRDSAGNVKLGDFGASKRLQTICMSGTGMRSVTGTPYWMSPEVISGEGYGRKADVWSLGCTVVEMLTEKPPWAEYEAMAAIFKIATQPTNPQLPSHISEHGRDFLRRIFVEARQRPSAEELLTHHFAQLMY
MEKK2mut PB1 HTS: signal of MEK5 binding to mutant human MEKK2 PB1 domain; AID 1530; bead flow cytometry, Alexa488-MEK5 binding to MEKK2 mutant; actives 0.35% (n = 290,000); percent response, % at 10 µM; in the data active = percent response above about 24%, passing the limit was not always enough; note: inactives centre near 1; some results filed as inactive read as strong as hits; reference of the scale not given here
NALP1 inh: blocks the NALP1 inflammasome reconstituted in yeast; actives 0.61% (n = 280,000); inhibition, % at 10 µM; S. cerevisiae NALP1/ASC/caspase-1 growth, X-gal OD620, 72 h; in the data active = inhibition mostly above about 24%, no sharp cut-off; inactive = mostly below about 32%; note: some compounds called inactive have numbers as strong as hits
* = called active by the depositor; nt = no result given; [ ] = remark or other dose. Some of the compounds tested; count on the stated rates, not on these rows.

SMILES | M18AAP inhibitor | MEKK2wt PB1 HTS | pCIP destab | SUMO HTRF inh | IDE cell inh | IDE act | MEKK3 PB1 HTS | MEKK2mut PB1 HTS | NALP1 inh
C=CCn1c(N)c(C(=O)NCCC2=CCCCC2)sc1=S | 11.2 | 96.0 | 2.7 | 4.8 | 0.1 | 2.1 | 96.0 | 0.0 | 29.2
COc1ccc(Cc2nc(C(=O)Nc3ccc(Cl)cc3)cs2)cc1 | -11.5 | 101.0 | -5.7 | -3.9 | 6.7 | 6.8 | 98.0 | -2.0 | 5.7
Cc1ccc2c(c1)C(O)(C1COC(C)(C)CC1=O)C(=O)N2C (stereo not given) | -4.2 | 93.0 | -12.0 | 0.9 | -3.9 | 1.9 | 80.0 | -8.0 | -10.6
CCn1c(CSc2nncn2-c2ccc(OC)cc2)nc2cc(S(=O)(=O)N(C)C)ccc21 | -1.4 | 101.0 | 7.0 | 8.8 | 3.6 | 0.6 | 105.0 | 9.0 | 1.2
CC(C)(C)N(Cc1ccccc1)C(=O)CSc1nc2ccccc2c(=O)[nH]1 | 3.0 | 103.0 | -6.0 | 25.2 | 1.4 | -6.8 | 102.0 | 6.0 | 2.9
Cc1cccc(C(=O)NC(=S)NNC(=O)c2ccc(Cl)cc2)c1 | -5.9 | 94.0 | -11.6 | -105.5 | -1.3 | -3.1 | 97.0 | -2.0 | 43.1
CCCCCCCCNC(=O)/C(C#N)=C/c1ccc(SC)cc1 | -3.7 | 106.0 | -3.4 | 19.4 | -2.0 | 3.4 | 106.0 | 2.0 | 21.6
Cc1ccc(-c2c3c(=O)n(C)c(=O)n(C)c3cn2-c2ccccc2O)cc1 | 15.2 | 111.0 | -6.9 | 8.9 | 0.8 | 1.9 | 108.0 | 11.0 | 1.4
COCCNc1oc(-c2ccccc2Cl)nc1C#N | 0.5 | 111.0 | 3.5 | 3.0 | 0.1 | -1.4 | 113.0 | 10.0 | 13.6
COc1cc2cc(C(=O)N3CCN(c4ccccc4OC)CC3)[nH]c2cc1OC | 2.0 | 104.0 | -8.3 | 3.8 | nt | -1.2 | 103.0 | 4.0 | -4.6
Cc1ccc(NC(=O)CN(C)C(=O)c2n[nH]c(=O)c3ccccc23)cc1 | 4.7 | 100.0 | -0.4 | 17.5 | 0.9 | 5.1 | 99.0 | 7.0 | 7.8
Cc1cccc(C)c1NC(=O)C(NC(=O)c1ccccn1)c1ccc([N+](=O)[O-])cc1 (stereo not given) | -8.6 | 102.0 | 0.8 | -7.9 | 3.8 | 1.1 | 103.0 | 8.0 | 38.2
COc1ccc(-c2c(C(F)(F)F)oc3cc(OCC(=O)Nc4ccccc4C(F)(F)F)ccc3c2=O)cc1OC | 5.4 | 89.0 | -4.2 | 20.4 | 2.5 | 6.0 | 99.0 | -5.0 | 26.6
Cc1ccc(NC(=S)N(CCCN2CCC(C)CC2)Cc2ccco2)cc1C | 6.6 | 95.0 | 15.6 | 2.4 | 4.4 | 4.8 | 86.0 | -3.0 | -9.9
COn1c(=O)c(-c2cccc(Br)c2)[n+]([O-])c2ccccc21 | 2.9 | 101.0 | 0.2 | 15.2 | 5.1 | -0.3 | 98.0 | 2.0 | -10.2
Oc1ccc(C(=S)N2CCCCC2)cc1 | -18.1 | 99.0 | 2.1 | -4.7 | 2.7 | -1.9 | 101.0 | 5.0 | 22.2
Cc1oc(-c2ccc3ccccc3c2)nc1CN(C)C(C)c1ccncn1 (stereo not given) | 7.1 | 95.0 | -15.5 | 3.7 | -0.2 | -0.7 | 107.0 | -10.0 | -13.1
O=C(N/N=C/C1CC2CCC1C2)c1ccc2c(c1)OCO2 (stereo not given) | -0.6 | 103.0 | 3.0 | 25.7 | 0.4 | -0.9 | 101.0 | -2.0 | 8.5
CCS(=O)(=O)Nc1cccc(C2=NN(S(C)(=O)=O)C(c3ccccc3)C2)c1 (stereo not given) | -4.8 | 86.0 | 4.8 | 11.5 | 2.0 | -6.3 | 18.0*[inhibitor] | 54.0* | 1.3
Cc1ccc(CNS(=O)(=O)c2ccc(F)c(F)c2)n1C | 15.0 | 97.0 | -28.1 | 9.0 | 6.5 | 5.2 | 98.0 | 2.0 | 18.1
COc1ccc(CC(=O)Nc2cccc(C(=O)Nc3ccccc3C(=O)O)c2)cc1OC | 2.8 | 97.0 | -7.0 | 19.2 | -0.6 | 2.2 | 100.0 | -2.0 | 12.3
CCOc1ccc(S(=O)(=O)NC(C)(C)C)cc1-c1nc2c(C(C)(C)C)nn(C)c2c(=O)[nH]1 | -0.5 | 101.0 | 5.8 | 4.8 | 1.1 | -1.9 | 108.0 | 6.0 | 10.0
Cc1cccc(NC(=O)c2cc(S(=O)(=O)N3CCCCC3)c[nH]2)c1C | -2.2 | 99.0 | 2.5 | -1.8 | 1.0 | 0.2 | 102.0 | 0.0 | 8.0
CC(C)(C)NC(=O)CSCc1ccc(Br)cc1 | 3.9 | 100.0 | -1.3 | -8.2 | 1.0 | -0.4 | 104.0 | 4.0 | 16.2
Cc1cccc(CN2CCC(n3nccc3NC(=O)CCCc3ccccc3)CC2)n1 | -5.1 | 104.0 | -0.1 | 3.7 | 6.9 | 1.7 | 100.0 | 5.0 | 7.5

Record cards, as listed above. Screens in order: M18AAP inhibitor	MEKK2wt PB1 HTS	pCIP destab	SUMO HTRF inh	IDE cell inh	IDE act	MEKK3 PB1 HTS	MEKK2mut PB1 HTS	NALP1 inh
CCS(=O)(=O)Nc1cccc(C2=NN(S(C)(=O)=O)C(c3ccccc3)C2)c1 (stereo not given) is entered as -4.8	86.0	4.8	11.5	2.0	-6.3	18.0*[inhibitor]	54.0*	1.3
COCCNc1oc(-c2ccccc2Cl)nc1C#N is entered as 0.5	111.0	3.5	3.0	0.1	-1.4	113.0	10.0	13.6
COc1ccc(Cc2nc(C(=O)Nc3ccc(Cl)cc3)cs2)cc1 is entered as -11.5	101.0	-5.7	-3.9	6.7	6.8	98.0	-2.0	5.7
CC(C)(C)N(Cc1ccccc1)C(=O)CSc1nc2ccccc2c(=O)[nH]1 is entered as 3.0	103.0	-6.0	25.2	1.4	-6.8	102.0	6.0	2.9

(next part)
SMILES | M18AAP inhibitor | MEKK2wt PB1 HTS | pCIP destab | SUMO HTRF inh | IDE cell inh | IDE act | MEKK3 PB1 HTS | MEKK2mut PB1 HTS | NALP1 inh
CCCN1CCC(NC(=O)CCc2nnc(Cc3cc(OC)ccc3OC)o2)CC1 | -0.7 | 77.0 | -4.0 | 13.0 | -0.3 | 3.2 | 93.0 | -15.0 | 11.4
CC(C)n1nc(CC(=O)O)c2ccccc2c1=O | -6.8 | 91.0 | -12.0 | 7.1 | 0.1 | 0.8 | 93.0 | -9.0 | -2.4
COc1cc2c(cc1OC)CN(Cc1cc(=O)oc3cc(C)c(C)cc13)CC2 | -7.7 | 95.0 | -5.7 | 34.3 | -1.3 | -1.3 | 109.0 | 1.0 | 27.4
Cc1ccc(N=C2NC(=O)c3cc([N+](=O)[O-])ccc32)cc1 | -3.0 | 107.0 | -6.9 | 4.4 | 3.2 | -4.9 | 100.0 | 13.0 | 23.6
COc1ccccc1-c1nnc(C2CCN(S(=O)(=O)c3cccc([N+](=O)[O-])c3)CC2)o1 | 4.4 | 107.0 | -8.6 | 7.2 | -0.2 | 1.5 | 106.0 | 5.0 | 23.5
COc1ccc(-n2nnnc2/C=C\Nc2ccccc2C(=O)c2ccccc2)cc1 | -0.4 | 101.0 | -21.1 | 23.6 | 2.1 | 5.1 | 107.0 | 1.0 | 29.1
COCCCn1c(SCc2cccc(OC)c2)nc2cc(OC)c(OC)cc2c1=N | -0.8 | 120.0 | -18.4 | -11.3 | -0.2 | 2.6 | 104.0 | 2.0 | 0.7
Cc1nc(N)sc1N=Nc1ccc(Br)cc1 | 2.9 | 99.0 | 12.6 | -3.5 | 4.9 | -5.9 | 99.0 | -2.0 | 52.4
CC(C)(C)[C@H]1C=C(C(=O)O)O[C@@H](OCCCCO)C1 | nt | 103.0 | nt | nt | -4.9 | 1.5 | 110.0 | 3.0 | nt
Cc1ccccc1OCCn1c(CCNC(=O)C(C)C)nc2ccccc21 | 0.9 | 130.0 | -3.7 | -4.8 | 4.0 | -3.2 | 105.0 | 12.0 | 33.5
CC1CCN(S(=O)(=O)c2nnc(NC(=O)c3ccccc3Br)s2)CC1 | -9.4 | 103.0 | -1.2 | 14.8 | -1.3 | 1.3 | 99.0 | 5.0 | 7.3
Cc1nnc(N2CCCC(C(=O)NCc3ccc(OC(C)C)cc3)C2)c2nn(-c3ccccc3)c(C)c12 (stereo not given) | 2.0 | 106.0 | -0.6 | 1.3 | 0.1 | 3.4 | 99.0 | 1.0 | -1.1
CCC1=[N+](C)CCn2c(C)ccc21 | 15.1 | 103.0 | -4.2 | 18.8 | 8.5 | -0.9 | 99.0 | 11.0 | 14.6
O=C(O)C(c1ccccc1)N1C(=O)/C(=C\c2ccc(O)c(O)c2)SC1=S (stereo not given) | 49.5* | 101.0 | -82.4 | 15.2 | 66.8* | -55.2 | 105.0 | 0.0 | -6.9
COCCCNC(=O)CN(c1ccc(Cl)c(Cl)c1)S(C)(=O)=O | -0.3 | 102.0 | -10.7 | 15.6 | -4.5 | -0.4 | 101.0 | 5.0 | -5.4
Cc1cc(NC(=O)CSc2nnc3ccccn23)no1 | -4.7 | 99.0 | 2.6 | 5.7 | 2.6 | 1.3 | 101.0 | 0.0 | 13.5
CCCOc1ccc(N2C(=O)C3C(C(C)C)NC4(C(=O)c5ccccc5C4=O)C3C2=O)cc1 (stereo not given) | 9.1 | 96.0 | 0.8 | -4.7 | 11.8 | 3.1 | 100.0 | -2.0 | 37.2
Cc1c(O)c(S(=O)(=O)c2ccccc2)c(=O)n(-c2ccccc2)c1-c1ccccc1 | -2.1 | 103.0 | -5.1 | 0.3 | 3.7 | 0.6 | 99.0 | 1.0 | 19.1
CC1C2C(c3ccccc3)N(C)C(=O)N(C)C2N(C)C(=O)N1C (stereo not given) | 8.2 | 109.0 | -4.7 | 3.2 | -0.1 | -4.2 | 108.0 | 3.0 | -1.3
COc1cc(/C=N/NC(=O)Nc2ccccc2)ccc1OCCOc1ccccc1C | -4.1 | 98.0 | 1.4 | -38.6 | 0.9 | 0.3 | 101.0 | 3.0 | 22.9
N/C(=N\OC(=O)c1ccc(OCC(F)(F)F)nc1)c1ccc(Cl)cc1 | -7.3 | 97.0 | -15.8 | 3.1 | -3.6 | 5.2 | 102.0 | -2.0 | 19.0
Cc1ccc(-c2nc(Nc3cccc(C)c3)sc2CC(=O)O)cc1 | 13.7 | 97.0 | -44.7 | 21.5 | 3.9 | 2.4 | 105.0 | 7.0 | 18.1
Cc1ccc(S(=O)(=O)Nc2cc(C(C(=O)OC(C)C)C(=O)C(F)(F)F)c(O)c3ccccc23)c(C)c1 (stereo not given) | 2.6 | 99.0 | -2.3 | -11.9 | 21.5* | -1.7 | 97.0 | 1.0 | 36.5
Cc1ccc(NC(=O)CN2CCc3ccccc3C2)cc1 | -1.3 | 91.0 | -11.8 | -4.5 | 2.5 | 2.0 | 96.0 | 2.0 | -0.6
Cc1ccc(CSC2=NCCN2C(=O)c2ccc(S(=O)(=O)N(C)C)cc2)cc1 | 10.8 | 98.0 | 2.4 | -12.9 | -2.0 | 2.5 | 101.0 | -3.0 | -11.1
CSc1ccc(CCNC(=O)CCc2nnc3ccc(NCCCN4CCCC4=O)nn23)cc1 | 3.6 | 103.0 | 5.1 | 7.1 | 0.9 | -2.9 | 101.0 | 6.0 | 17.2
O=C(NCCCN1CCOCC1)c1ccc(Cl)c(S(=O)(=O)N2CCCCCC2)c1 | -4.4 | 102.0 | 0.1 | 19.5 | 4.5 | -2.3 | 101.0 | 1.0 | -4.7
FC(F)(F)c1ccc(Cl)c(NC(=S)NC2CC2)c1 | 1.7 | 92.0 | 7.2 | -12.2 | -6.3 | 2.5 | 89.0 | -3.0 | -16.2

Bioassay records: PubChem, several laboratories
